Tau FP inhib – blocks human tau fibril formation measured by polarization; P10636; K18 P301L tau heparin fibrillization, Alexa594 FP, 6 h; Potency, µM (top dose mostly 57.7 µM), inactives show top-dose activity, negative = inhibition, most hits filed as inhibitors; 280,000 tested, 0.39% active; AID 1468; also: % is scaled to controls: 0 for no effect and ±100 for the full control effect; nearly all actives have a fitted effect of over 55% in size
Target sequence (P10636 561-689 P618L limits assumed): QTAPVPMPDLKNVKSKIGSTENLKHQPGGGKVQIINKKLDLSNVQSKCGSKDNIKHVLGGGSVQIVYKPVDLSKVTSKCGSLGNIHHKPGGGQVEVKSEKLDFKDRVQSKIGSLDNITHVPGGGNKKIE
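FP of Alexa 594-tau after heparin (20 uM) induction. Substrate: human K18 P301L, 15 uM unlabeled, 0.24 uM labeled. Buffer 100 mM sodium acetate pH 7. 6 hr, 37 C.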
Tau ThT inhib – inhibitors of human tau fibril formation, thioflavin T binding. recombinant tau K18 P301L, heparin-induced fibrillization, ThT fluorescence. 270,000 tested, 2.1% active. Potency, µM (doses to about 57.4 µM), for inactives: at the top dose activity, negative = inhibition, actives largely listed as inhibitors; also: % is scaled to controls: 0 for no effect and ±100 for the full control effect; nearly all actives have a fitted effect of over 55% in size
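Fibril formation assay: tau K18 P301L at 15 uM with trace Alexa 594 label, heparin inducer 20 uM, pH 7 sodium acetate buffer, 37 C for 6 hr; endpoint ThT signal.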
TR SRC2 fluor cs – counter-screen for TRb-SRC2 inhibitors: fluorescence interference | 280,000 tested, 0.29% active | Potency, µM (series often up to 106 µM), for inactives: at the top dose fluorescence change, negative = quenching | AID 1479 | TRb/SRC2 Texas Red total fluorescence interference; active = well fitted curve in either direction with a large enough effect; inconclusive = small, poorly fitted or top-dose-only effect; also: % is scaled to controls: 0 for no effect and ±100 for the full control effect
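Human TRb ligand-binding domain at 0.6 uM with 20 nM Texas Red SRC2 peptide in Tris buffer containing 1 uM T3 and 5% DMSO, incubated with compound 5 h at ambient temperature. Total fluorescence (555/632 nm) calculated as parallel + 2 × perpendicular.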
HTT cytoprotect – protects HTT-Q103 PC12 cells, measured by ATP. PC12 HTT-Q103 induced, cytoprotection, ATP luminescence, 40 h. Potency, µM (doses to about 56.4 µM), without a hit: cytoprotection (ATP increase), actives largely listed as activators. 230,000 tested, 0.14% active;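 also: % of control where 0% means no effect; nearly all actives have a fitted effect of over 45% in size; toxic huntingtin expression switched on by the ecdysone agonist tebufenozide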
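Stable PC12 Q103-GFP cells in serum-supplemented, phenol red-free DMEM; induction by tebufenozide at 100 nM final; compound dose series; cell viability quantified luminescently from ATP.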
Tau fluor cs – counter-screen for tau fibril formation inhibitors | tau K18 P301L Alexa594 fluorescence, heparin fibrillization | Potency, µM (series often up to 57.7 µM), for the others: at the top dose activity change, negative = decrease | 280,000 tested, 0.93% active | AID 1463; also: % is scaled to controls: 0 for no effect and ±100 for the full control effect; nearly all actives have a fitted effect of over 55% in size
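Human tau K18 P301L (15 uM unlabeled, 0.24 uM Alexa 594-labeled) in 100 mM sodium acetate pH 7 with 20 uM heparin, 6 hr at 37 C. ThT 30 uM added, 1 hr ambient; Alexa 594 FP and total fluorescence read at 555/632 nm.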
RECQ1 inh – blocks DNA unwinding by human RECQ1; 240,000 tested, 0.54% active; Potency, µM (top dose mostly 57.3 µM), for the others: top-dose activity, negative = inhibition, most hits filed as inhibitors; RECQ1 DNA unwinding, red fluorescence kinetic read; P46063;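 also: plate controls were vehicle for no effect and no enzyme for full effect; nearly all actives have a fitted effect of over 30% in size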
Target sequence (P46063 whole entry, looked up): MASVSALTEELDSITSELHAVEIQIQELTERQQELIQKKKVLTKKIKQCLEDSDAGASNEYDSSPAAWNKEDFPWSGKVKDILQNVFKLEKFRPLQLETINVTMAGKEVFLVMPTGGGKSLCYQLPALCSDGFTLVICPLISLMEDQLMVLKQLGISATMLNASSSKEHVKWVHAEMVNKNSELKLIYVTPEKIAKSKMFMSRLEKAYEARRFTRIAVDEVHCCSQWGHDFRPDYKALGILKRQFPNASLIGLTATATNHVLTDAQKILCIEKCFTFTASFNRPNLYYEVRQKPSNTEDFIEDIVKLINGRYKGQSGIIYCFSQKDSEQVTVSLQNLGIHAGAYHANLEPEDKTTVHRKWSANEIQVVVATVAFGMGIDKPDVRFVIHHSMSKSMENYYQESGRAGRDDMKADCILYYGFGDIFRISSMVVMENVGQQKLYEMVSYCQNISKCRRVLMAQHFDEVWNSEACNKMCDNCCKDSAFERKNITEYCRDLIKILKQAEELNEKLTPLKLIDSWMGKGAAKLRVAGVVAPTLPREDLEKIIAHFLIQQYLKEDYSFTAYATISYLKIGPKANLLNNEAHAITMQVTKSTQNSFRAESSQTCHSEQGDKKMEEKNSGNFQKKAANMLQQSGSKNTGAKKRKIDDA
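RECQ1T1 50 nM; forked duplex (20 bp + 30-nt ss tails) 200 nM, ATP 2 mM final; pH 8.0, 2 mM MgCl2, 2.5 ug/ml poly(dI-dC); 15 min compound preincubation; discontinuous kinetic read over 2 h at RT.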
L3MBTL1 block – L3MBTL1 (human) inhibition; Q9Y468; AlphaScreen L3MBTL1–H3K9me1 peptide binding; Potency, µM (top dose mostly 57.1 µM), inactives show top-dose activity, negative = inhibition, usual class: inhibitors; 230,000 tested, 0.66% active; AID 485360; also: % is scaled to controls: 0 for no effect and ±100 for the full control effect; nearly all actives have a fitted effect of over 60% in size
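Displacement of a biotinylated histone H3(1-15) peptide monomethylated at Lys9 (75 nM) from L3MBTL1 (50 nM) was measured by AlphaScreen after a 30 min room-temperature compound incubation; cefsulodin titration served as intraplate control.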
TRb SRC2 PPI – TRbeta-SRC2 interaction inhibition; P10828; TRbeta-SRC2 peptide binding, fluorescence polarization; receptor liganded with 1 µM T3; Potency, µM (highest dose often 106 µM), for inactives: top-dose activity change, negative = inhibition, most hits filed as inhibitors; 280,000 tested, 0.065% active; AID 1469;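 also: plate controls were bound peptide for no effect and peptide without receptor for full effect; nearly all actives have a fitted effect of over 50% in size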
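Decrease in fluorescence polarization of 20 nM Texas Red SRC2 coactivator peptide flagged inhibition of its binding to 0.6 uM TRb LBD; 1 uM T3 included, incubation 5 hr, ex 555/em 632 nm.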
* = called active by the depositor; [ ] = another dose, or the depositor's remark. Unless noted, calls follow the shape of the dose curve; as a rule, active = well fitted curve in the direction sought with a large enough effect; inconclusive = small, poorly fitted or top-dose-only effect, or another doubt; inactive = no such curve, though single readings can be large; an effect the other way counts as inactive or inconclusive. Potency is read from the fitted curve at half-maximal effect. Not all compounds are listed; rates above refer to the full screens.

What do the screens show for `CCCCN(CC)S(=O)(=O)c1ccc(C(=O)Nc2nnc(-c3cccs3)o2)cc1`?
Tau FP inhib: 5%; Tau ThT inhib: inconclusive; TR SRC2 fluor cs: -1%; HTT cytoprotect: -1%[10 µM]; Tau fluor cs: -21%; RECQ1 inh: -3%; TRb SRC2 PPI: -9%

Results for O=[N+]([O-])c1ccc(CSc2ncnc3ccccc23)cc1 ?
Tau FP inhib: -4%; Tau ThT inhib: inconclusive; TR SRC2 fluor cs: -3%; HTT cytoprotect: 6%; Tau fluor cs: -16%; RECQ1 inh: -4%; L3MBTL1 block: -10%; TRb SRC2 PPI: -3%

Results for Cc1ccccc1NC(=O)c1ccc(F)c(S(=O)(=O)N2CCN(c3ccccc3F)CC2)c1 ?
Tau FP inhib: -2%; Tau ThT inhib: -2%; TR SRC2 fluor cs: 0%; Tau fluor cs: -22%; TRb SRC2 PPI: 5%

How did O=C(C1CCC(CNS(=O)(=O)c2ccc(Br)s2)CC1)N1CCN(c2ccccc2)CC1 (stereo unspecified) do in these assays?
Tau FP inhib: 2%; Tau ThT inhib: inconclusive; TR SRC2 fluor cs: 0%; Tau fluor cs: -7%; TRb SRC2 PPI: 0%

Results for COc1ccc(C)cc1S(=O)(=O)N(CC(=O)O)c1ccccc1 ?
Tau FP inhib: -2%; Tau ThT inhib: 6%; TR SRC2 fluor cs: 0%; HTT cytoprotect: -1%[0.074 µM]; Tau fluor cs: 5%; RECQ1 inh: -16%; TRb SRC2 PPI: -1%

Results for Cc1ccc2nc(NC(=O)CN(C)S(=O)(=O)c3cccc4nsnc34)sc2c1 ?
Tau FP inhib: -3%; Tau ThT inhib: -11%; TR SRC2 fluor cs: 3%; HTT cytoprotect: -26%[10 µM]; Tau fluor cs: -6%; RECQ1 inh: 0%; L3MBTL1 block: 10%; TRb SRC2 PPI: 7%

How did COc1ccccc1CNC(=O)CCc1c(C)c2ccc(OC)c(C)c2oc1=O do in these assays?
Tau FP inhib: 0%; Tau ThT inhib: inconclusive; TR SRC2 fluor cs: -16%; Tau fluor cs: -1%; TRb SRC2 PPI: 0%

What do the screens show for `O=c1c2ccccc2nc(SCc2cn3ccsc3n2)n1-c1ccccc1`?
Tau FP inhib: -3%; Tau ThT inhib: -11%; TR SRC2 fluor cs: 2%; HTT cytoprotect: -17%; Tau fluor cs: -17%; RECQ1 inh: inactive; L3MBTL1 block: -13%[11.4 µM]; TRb SRC2 PPI: -4%

What do the screens show for `C=CCCc1ccc(C#N)c(SCc2c(C(=O)OCC)c3cc(OC(C)=O)c(Br)cc3n2C)n1`?
Tau FP inhib: -4%; Tau ThT inhib: 2%; TR SRC2 fluor cs: -1%; HTT cytoprotect: 20%[10 µM]; Tau fluor cs: -3%; RECQ1 inh: inactive; L3MBTL1 block: -1%; TRb SRC2 PPI: -14%

What do the screens show for `Cc1nnc(N2CCN(C(=O)Nc3cccc(C(F)(F)F)c3)CC2)c2nn(-c3ccccc3)c(C)c12`?
Tau FP inhib: -14%; Tau ThT inhib: inconclusive; TR SRC2 fluor cs: -4%; Tau fluor cs: -19%; TRb SRC2 PPI: 1%

What do the screens show for `CCOC(=O)c1cc(-c2ccccc2)n(CCCC(=O)Nc2ccc(C)cc2C)c1C`?
Tau FP inhib: -7%; Tau ThT inhib: 0%; TR SRC2 fluor cs: 22%; Tau fluor cs: 0%; TRb SRC2 PPI: -29%

How did Cc1ccc(NC2=CC(c3ccccc3F)N(c3ccc(C)cc3)C2=O)cc1 (stereo unspecified) do in these assays?
Tau FP inhib: -3%; Tau ThT inhib: -16%; TR SRC2 fluor cs: -10%; Tau fluor cs: -9%; TRb SRC2 PPI: 2%

Results for O=C1c2ccccc2C(=O)c2c(NCCCN(CCO)CCO)cccc21 ?
Tau FP inhib: 1%; Tau ThT inhib: 14µM*; TR SRC2 fluor cs: 20%; HTT cytoprotect: -154%; Tau fluor cs: inconclusive; RECQ1 inh: 20µM*; L3MBTL1 block: inconclusive; TRb SRC2 PPI: 3%

How did C=CCNC(=O)/C=C/c1ccc(C(C)C)cc1 do in these assays?
Tau FP inhib: -10%; Tau ThT inhib: -7%; TR SRC2 fluor cs: 1%; HTT cytoprotect: -16%[0.074 µM]; Tau fluor cs: -4%; RECQ1 inh: -11%; L3MBTL1 block: 5%; TRb SRC2 PPI: -1%

Results for CCN(CC)S(=O)(=O)c1ccc(Cl)c(C(=O)Nc2nnc(C)s2)c1 ?
Tau FP inhib: 5%; Tau ThT inhib: -5%; TR SRC2 fluor cs: 0%; HTT cytoprotect: -11%; Tau fluor cs: 1%; RECQ1 inh: -5%; L3MBTL1 block: 2%; TRb SRC2 PPI: -12%

How did CCOc1cc(/C=C(\CC(=O)O)c2nc3ccccc3s2)ccc1OC do in these assays?
Tau FP inhib: 0%; Tau ThT inhib: -15%; TR SRC2 fluor cs: -5%; HTT cytoprotect: -15%; Tau fluor cs: -1%; RECQ1 inh: -4%; L3MBTL1 block: 2%; TRb SRC2 PPI: 3%

What do the screens show for `COCCN(C(=O)CCc1nnc(CCc2c[nH]c3ccccc23)o1)C(C)C`?
Tau FP inhib: -4%; Tau ThT inhib: 2%; TR SRC2 fluor cs: -4%; HTT cytoprotect: 8%[10 µM]; Tau fluor cs: 6%; RECQ1 inh: -14%; L3MBTL1 block: 2%; TRb SRC2 PPI: 1%

What do the screens show for `Cc1cccc(OCC(=O)NCC(=O)N/N=C/c2cccs2)c1`?
Tau FP inhib: -1%; Tau ThT inhib: inconclusive; TR SRC2 fluor cs: -3%; HTT cytoprotect: inconclusive; Tau fluor cs: -20%; RECQ1 inh: -3%; L3MBTL1 block: 2%; TRb SRC2 PPI: -5%

How did CC(C)n1c(/C=C/c2ccccc2)nc2ccccc21 do in these assays?
Tau FP inhib: 2%; Tau ThT inhib: -8%; TR SRC2 fluor cs: -1%; HTT cytoprotect: -24%[10 µM]; Tau fluor cs: -8%; RECQ1 inh: -1%; L3MBTL1 block: 33%[activator]; TRb SRC2 PPI: -2%

Results for CCN(CC)c1c(-c2ccccc2)c2cc(C)ccc2[nH]c1=O ?
Tau FP inhib: 14%; Tau ThT inhib: -3%; TR SRC2 fluor cs: -5%; HTT cytoprotect: 6%; Tau fluor cs: 2%; RECQ1 inh: 0%; L3MBTL1 block: -7%; TRb SRC2 PPI: 7%

How did CC(C)(C)NS(=O)(=O)c1ccc(NS(=O)(=O)Cc2ccccc2)cc1 do in these assays?
Tau FP inhib: 0%; Tau ThT inhib: -4%; TR SRC2 fluor cs: 7%; HTT cytoprotect: -5%; Tau fluor cs: -8%; RECQ1 inh: inactive; TRb SRC2 PPI: 2%

How did CC(=O)N1CC2(C)CN(C(C)=O)CC(C)(C1)C2O (stereo unspecified) do in these assays?
Tau FP inhib: 1%; Tau ThT inhib: -2%; TR SRC2 fluor cs: 1%; HTT cytoprotect: 17%; Tau fluor cs: 5%; RECQ1 inh: -2%; L3MBTL1 block: 17%[11.4 µM]; TRb SRC2 PPI: 6%

Results for CCOC(=O)c1nn(-c2ccc(Cl)cc2)c2nc(-c3ccc(C)cc3)c(C#N)c(=O)n12 ?
Tau FP inhib: -12%; Tau ThT inhib: -5%; TR SRC2 fluor cs: 0%; HTT cytoprotect: -4%; Tau fluor cs: -16%; RECQ1 inh: inactive; TRb SRC2 PPI: 7%

How did CCCn1c(SCC(=O)Nc2ccc(C)c(S(=O)(=O)N3CCOCC3)c2)n[nH]c1=O do in these assays?
Tau FP inhib: -10%; Tau ThT inhib: -4%; TR SRC2 fluor cs: -1%; HTT cytoprotect: 9%[10 µM]; Tau fluor cs: -6%; RECQ1 inh: -5%; L3MBTL1 block: 10%; TRb SRC2 PPI: 3%

Results for O=C(Nc1ccc(Cc2ccncc2)cc1)c1ccc(N2CCOCC2)c([N+](=O)[O-])c1 ?
Tau FP inhib: -1%; Tau ThT inhib: inconclusive; TR SRC2 fluor cs: -4%; Tau fluor cs: -24%; RECQ1 inh: inactive; L3MBTL1 block: -20%; TRb SRC2 PPI: -1%

Results for CC(Sc1nnc2ccccn12)C(=O)Nc1ncc(Cl)cc1Cl (stereo unspecified) ?
Tau FP inhib: inconclusive; Tau ThT inhib: -5%; TR SRC2 fluor cs: 0%; HTT cytoprotect: 19%; Tau fluor cs: -4%; RECQ1 inh: -5%; L3MBTL1 block: -2%; TRb SRC2 PPI: -14%

How did Cc1ccc(NC(=O)Cc2sc(C)nc2-c2ccc(C)cc2)cc1 do in these assays?
Tau FP inhib: -1%; Tau ThT inhib: -8%; TR SRC2 fluor cs: -2%; HTT cytoprotect: 3%[10 µM]; Tau fluor cs: -26%; RECQ1 inh: -20%; L3MBTL1 block: -4%; TRb SRC2 PPI: 0%

How did CC(=O)c1c(N2CCOCC2)nc(=S)n(-c2ccccc2)c1C do in these assays?
Tau FP inhib: -8%; Tau ThT inhib: 3%; TR SRC2 fluor cs: -3%; HTT cytoprotect: 8%; Tau fluor cs: -6%; RECQ1 inh: inactive; TRb SRC2 PPI: -8%

How did CCCC1=Nc2cc(C(=O)N3CCC(C)CC3)ccc2Sc2ccc(C)cc21 do in these assays?
Tau FP inhib: -5%; Tau ThT inhib: inconclusive; TR SRC2 fluor cs: -2%; Tau fluor cs: 1%; TRb SRC2 PPI: -1%

How did CC1(C)Cc2c(sc3nc(NCCN4CCOCC4)n4ncnc4c23)CO1 do in these assays?
Tau FP inhib: 6%; Tau ThT inhib: -5%; TR SRC2 fluor cs: 3%; HTT cytoprotect: -14%[0.074 µM]; Tau fluor cs: 0%; RECQ1 inh: -10%; L3MBTL1 block: 1%; TRb SRC2 PPI: 3%
